# High-throughput results as filed in PubChem.
# Avidin bead fluor – green autofluorescence of compounds with avidin beads – biophysical, 488/530 nm, flow cytometry, artefact control, profiling panel. compound fluorescence 488/530 nm; hits give high values. fluorescence (KMESF) at 10 µM. actives 0.38% (n = 220,000). AID 1775, 2009; in the data active = fluorescence above about 47; also: inactives centre near 10
# RGS7-Gao – RGS7-Galphao binding modulators, primary screen, biochemical, multiplexed bead flow cytometry; actives lie on both sides; Guanine nucleotide-binding protein G(o) subunit alpha (Homo sapiens), P09471; actives 0.35% (n = 220,000); binding response (% of control), % at 10 µM; AID 1439, 2008; in the data active = binding response below about 49% or above about 150%; inconclusive = no clear call, values can overlap the other calls; inactive = in between;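 also: fluorescent Galphao held in activated GDP-AlF4 state binding bead-coupled RGS7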
# Pf gamet viab – late stage P. falciparum gametocyte viability inhibitors, primary screen, ATP luminescence, HTS; P. falciparum stage V gametocytes, 24 h; inhibition, % at 10.9 µM; actives 0.065% (n = 150,000);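 active = inhibition above the mean plus 3 SD of compounds within the control limits, set per campaign, cut at about 38% in these data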;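 also: 0% = DMSO wells and 100% = medium only without gametocytes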
# RGS8-Gao – RGS8-Galphao binding modulators, primary screen, biochemical, multiplexed bead flow cytometry; response (percent of control binding), % at 10 µM; actives lie on both sides; actives 0.34% (n = 220,000); in the data active = response below about 60% or above about 140%; inactive = in between;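 also: Galphao activated as the GDP aluminium fluoride complex binding bead-coupled RGS8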
# ABCG2 inh – ABCG2 efflux pump inhibitors, primary screen, multiplex with ABCB1, IgMXP3 cells, flow cytometry. JC-1 efflux. inhibition, % at 6.6 µM. actives 0.1% (n = 190,000). AID 1325, 2008;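 active = inhibition above 80%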;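 also: 0% = DMSO and 100% = nicardipine control wells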
#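 Read-out basis: Efflux inhibition in percent versus controls | Test system: ABCG2 IgMXP3 and barcoded ABCB1 CCRF-Adr cell mix | Quantity: 3 million cells/mL in well | Schedule: 10 min at 25 °C | Control set: Nicardipine as high control, DMSO as low control | Reagent: JC-1 as fluorescent efflux pump substrate | Signal: Flow cytometry of retained JC-1 fluorescence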
# ABCB1 inh – ABCB1 efflux pump inhibitors, primary screen, cell-based, multiplex, flow cytometry, ABCG2 counter-screen. actives 0.067% (n = 190,000). ATP-dependent translocase ABCB1 (Homo sapiens), P08183. inhibition, % at 6.6 µM. CCRF-Adr cells, JC-1 efflux; in the data active = inhibition above about 40%;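 also: 0% = vehicle and 100% = reference inhibitor; higher value means more JC-1 retained so stronger ABCB1 efflux block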
# Target sequence (P08183 whole entry, looked up): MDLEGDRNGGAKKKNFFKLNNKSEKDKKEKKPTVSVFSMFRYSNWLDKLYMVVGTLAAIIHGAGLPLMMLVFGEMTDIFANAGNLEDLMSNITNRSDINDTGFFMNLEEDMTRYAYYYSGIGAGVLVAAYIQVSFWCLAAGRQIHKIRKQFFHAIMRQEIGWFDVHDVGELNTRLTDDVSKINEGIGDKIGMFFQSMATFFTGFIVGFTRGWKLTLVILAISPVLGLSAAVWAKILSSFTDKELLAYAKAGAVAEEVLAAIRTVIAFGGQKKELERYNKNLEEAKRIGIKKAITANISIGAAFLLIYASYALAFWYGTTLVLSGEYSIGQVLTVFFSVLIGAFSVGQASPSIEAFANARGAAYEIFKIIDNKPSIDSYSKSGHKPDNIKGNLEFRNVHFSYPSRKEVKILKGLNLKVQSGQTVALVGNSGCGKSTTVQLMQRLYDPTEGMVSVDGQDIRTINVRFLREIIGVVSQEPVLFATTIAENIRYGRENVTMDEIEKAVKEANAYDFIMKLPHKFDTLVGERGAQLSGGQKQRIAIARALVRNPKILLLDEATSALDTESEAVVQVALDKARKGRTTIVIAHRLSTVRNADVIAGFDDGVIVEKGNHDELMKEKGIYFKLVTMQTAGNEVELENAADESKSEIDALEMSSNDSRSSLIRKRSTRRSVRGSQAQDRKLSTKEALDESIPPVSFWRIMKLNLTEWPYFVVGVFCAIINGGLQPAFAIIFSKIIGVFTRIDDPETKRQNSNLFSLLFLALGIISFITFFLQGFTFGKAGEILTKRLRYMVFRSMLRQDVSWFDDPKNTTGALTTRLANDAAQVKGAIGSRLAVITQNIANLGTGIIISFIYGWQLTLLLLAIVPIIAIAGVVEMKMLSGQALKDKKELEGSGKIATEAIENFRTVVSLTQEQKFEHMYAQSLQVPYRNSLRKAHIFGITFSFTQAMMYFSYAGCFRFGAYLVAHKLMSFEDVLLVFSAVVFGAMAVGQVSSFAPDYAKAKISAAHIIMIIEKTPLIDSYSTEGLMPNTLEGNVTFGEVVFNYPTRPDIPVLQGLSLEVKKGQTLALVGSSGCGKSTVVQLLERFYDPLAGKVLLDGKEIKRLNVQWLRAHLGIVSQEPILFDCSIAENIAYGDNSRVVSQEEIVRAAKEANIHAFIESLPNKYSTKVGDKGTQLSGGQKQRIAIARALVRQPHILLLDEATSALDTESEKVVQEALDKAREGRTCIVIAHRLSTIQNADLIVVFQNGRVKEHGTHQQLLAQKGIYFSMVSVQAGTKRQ
# Bim-Mcl-1 – inhibitors of Bim peptide binding to Mcl-1, primary screen, biochemical, bead-based flow cytometry, multiplex; Induced myeloid leukemia cell differentiation protein Mcl-1 (Homo sapiens), Q07820; Bim peptide-Mcl-1 binding; inhibition, % at 10 µM; actives 0.1% (n = 190,000); in the data active = inhibition above about 40%;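 also: 0% = no compound tracer wells and 100% = peptide blocker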
# Mcl1 Noxa PPI – Mcl-1/Noxa binding inhibitors, primary screen, biochemical, TR-FRET, 1536-well. AID 1022, 2008. inhibition, % at 21.7 µM. actives 1.5% (n = 220,000). TR-FRET Mcl-1/Noxa peptide binding, 2 h;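 active = compounds that cut the protein-peptide binding signal by more than 50% relative to plate controls in a single-dose test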;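 also: His-tagged Mcl-1 with rhodamine Noxa BH3 peptide and terbium anti-His antibody; 0% = Mcl-1 plus Noxa peptide wells and 100% = peptide-only wells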
# Mcl1-Bid inh – Mcl-1/Bid binding inhibitors, primary screen, biochemical, TR-FRET, 1536-well. Induced myeloid leukemia cell differentiation protein Mcl-1 (Homo sapiens), Q07820. TR-FRET Mcl-1/Bid-Dy647 peptide binding. inhibition, % at 21.7 µM. actives 0.97% (n = 220,000);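 active = compounds that cut the binding signal by more than half at the single screening dose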;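 also: His-tagged Mcl-1 with europium anti-His antibody binding Bid BH3 peptide; 0% = Mcl-1 plus peptide wells and 100% = peptide-only wells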
# RGS4-Gao reg – modulators of RGS4 binding to Galphao, primary screen, biochemical, multiplexed bead flow cytometry | Guanine nucleotide-binding protein G(o) subunit alpha (Homo sapiens), P09471 | actives lie on both sides | binding response (% of control), % at 10 µM | actives 0.33% (n = 220,000) | AID 1415, 2008; in the data active = binding response below about 49% or above about 150%; inactive = in between;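 also: fluorescent Galphao activated with aluminum fluoride binding bead-coupled RGS4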
# GSH bead fluor – compound fluorescence on glutathione beads, profiling panel, artefact control, biophysical, 488/530 nm, flow cytometry | fluorescence (KMESF) at 10 µM | GSH beads flow cytometry, compound fluorescence 488/530 nm; hits give high values | actives 0.25% (n = 190,000); in the data active = fluorescence above about 89;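 also: glutathione beads carrying GST-tagged Bcl family fusion proteins plus one bare bead set; values are compound well signal with DMSO vehicle wells as background; inactives centre near 16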
# Starred values were filed as active, the others as inactive; ? = inconclusive; · = not tested or not shown. The list is partial; rates above refer to the full screens.
molecule	Avidin bead fluor	RGS7-Gao	Pf gamet viab	RGS8-Gao	ABCG2 inh	ABCB1 inh	Bim-Mcl-1	Mcl1 Noxa PPI	Mcl1-Bid inh	RGS4-Gao reg	GSH bead fluor
Cc1ccc2c(c1Cl)NC(C(=O)O)C1CC(Sc3ccccc3[N+](=O)[O-])C(Cl)C21 (stereo unspecified)	8	?	·	101	·	·	·	97*	-37	97	·
Cn1c(=O)c2c(ncn2CCCl)n(C)c1=O	12	104	·	103	2	-0.2	1	16	4	103	13
CCCCn1c(O)c(C(C)=NCc2cccnc2)c(=O)[nH]c1=O	3	?	2	98	·	·	·	-17	-14	96	·
CC(Cc1ccccc1)NCc1ccccc1O (stereo unspecified)	7	95	-9	99	2	0.2	1	-4	-7	100	16
Cn1c(O)c(/C=C/C=Nc2ccccc2)c(=O)n(C)c1=O	23	97	·	102	66	-0.1	-2	-5	-16	101	11
Cc1ccsc1C(=O)C1CCCN(Cc2ccccc2O)C1 (stereo unspecified)	9	103	·	110	1	0.7	2	-19	-40	100	24
O=P(Nc1cccnc1)(Oc1ccccc1)Oc1ccccc1	14	90	-16	92	6	1.4	-3	-2	-8	87	9
O=C(O)c1nonc1-c1nonc1C(=O)O	23	99	-7	102	-7	-0.6	0	6	-2	101	29
CCOC(=O)C1CN(C)CCC1=O (stereo unspecified)	41	99	4	96	-1	-0.2	5	12	-59	95	13
CN1CCN(C(=O)COc2ccc3ccccc3c2Br)CC1	4	93	·	101	3	-0.1	-1	-10	-17	80	42
NS(=O)(=O)c1ccc(N=Cc2c(O)n(-c3ccccc3)c(=O)[nH]c2=O)cc1	14	102	-8	98	-2	-0.4	4	3	-1	98	10
CCC(C)n1c(O)c(C=NCCN2CCOCC2)c(=O)[nH]c1=S (stereo unspecified)	7	?	-7	104	·	·	·	-4	-4	104	·
CC(=O)N1CCN(c2ccc([N+](=O)[O-])cc2C=C2C(=O)NC(=O)NC2=O)CC1	12	98	·	99	2	0.0	-7	29	-35	103	11
O=P(NS(=O)(=O)c1ccccc1)(Oc1ccccc1)Oc1ccccc1	27	103	·	95	0	0.1	5	-5	-12	95	5
Cc1ccccc1-n1c(O)c(C=NCCN2CCOCC2)c(=O)[nH]c1=O	9	100	·	102	3	0.8	-1	13	3	101	75
CCCCOc1nc2ccccc2c(=O)n1-c1ccccc1	2	100	21	100	0	0.1	-5	-4	-10	101	6
C/C(=C/C=C/[C@@H](C)C(=O)O)[C@H]1CN[C@H](C(=O)O)[C@H]1CC(=O)O	5	98	·	91	1	0.3	0	1	3	95	16
COc1cccc(CNCCc2ccccc2)c1OC	11	101	7	106	2	0.6	-3	7	-10	101	18
CC(=O)N1CN2CN(C1)CN(C(C)=O)C2	4	104	-23	96	-3	-1.1	-3	-2	-7	101	19
Cc1ccc(N2CCN(CCc3ccccc3)CC2)cc1	35	94	·	100	1	0.6	0	16	-4	104	13
CC(=O)Nc1ccc(C(=O)OCC(=O)Nc2ccc(Cl)cc2C(=O)c2ccccc2)cc1	3	103	-15	107	-7	-0.2	-1	-5	2	104	10
C[N+]12CCC(CC1)C(=C(c1ccccc1)c1ccccc1)C2	3	99	-1	103	8	0.9	-1	1	3	101	10
CN(C)CC#CCOCCOCCC#N	10	104	·	100	-2	-0.5	1	11	-5	104	33
Cc1cccc(NP(C)(=O)c2nc3c(s2)CCCC3)c1 (stereo unspecified)	10	99	-22	100	-13	-3.1	0	7	-5	96	23
O=C(c1ccc2c3c(cccc13)CC2)C1CCCN(CC2CC2)C1 (stereo unspecified)	12	101	·	100	2	0.8	-1	18	-12	99	16
COCCNP(=O)(c1ccccc1)c1nc2ccccc2s1 (stereo unspecified)	45	132	·	98	6	0.5	-2	4	58*	99	10
CC[n+]1c(/C=C/N(C)c2ccccc2)sc2ccc(Cl)cc21	33	101	·	100	3	0.7	-4	0	-11	99	16
COC(=O)C(O)(c1ccc(NC(=S)NC(=O)c2ccccc2)cc1)C(F)(F)F (stereo unspecified)	11	103	·	100	4	0.4	0	26	-27	103	78
Cc1cccc(NP(=O)(Oc2ccccc2F)Oc2ccccc2F)c1C	18	104	5	103	15	1.4	2	8	-7	103	22
CCCCn1c(O)c(/C=N/NC(=O)c2ccncc2)c(=O)[nH]c1=O	2	?	-17	100	·	·	·	-19	-77	97	·
CCC(C)n1c(O)c(C=NCC2CCCO2)c(=O)[nH]c1=S (stereo unspecified)	5	?	-11	98	·	·	·	5	-65	94	·
CCCCCCC(=O)N/N=C/c1c(O)n(CCc2ccccc2)c(=O)[nH]c1=O	7	?	-1	94	·	·	·	-69	-73	89	·
CC1(C)CC(=O)C(C=NCCN2CCN(C(=O)Cc3ccc(Cl)cc3)CC2)=C(O)C1	13	93	-3	97	-3	-2.9	0	26	-17	94	23
CN[C@@H]1C[C@@H](c2ccc(Cl)c(Cl)c2)c2ccccc21	9	115	·	108	-1	·	0	10	-7	109	69
CC(NCC#Cc1ccccc1)C(O)c1ccccc1 (stereo unspecified)	9	?	11	102	4	1.6	0	20	-26	103	20
CSc1nnc([C@@H](N)Cc2c[nH]c3ccccc23)o1	5	101	-5	103	-1	-0.4	-4	16	-25	100	13
CC(C)OP(=O)(Oc1ccc(C(O)C(Cl)(Cl)Cl)cc1)OC(C)C (stereo unspecified)	6	?	-1	99	·	·	·	2	-6	99	·
CCCCNc1ccncc1S(=O)(=O)NC(=O)NC(C)C	23	99	-6	104	1	0.7	-2	41	32	100	16
CSC1=NP(=S)(SC)N(C)c2nc3n(c21)CCC3 (stereo unspecified)	35	105	·	101	36	3.0	-6	4	-11	104	26
CC(C)CCNC(=O)c1c(N)n(Cc2ccc3c(c2)OCO3)c2nc3ccccc3nc12	18	106	-2	108	2	0.4	4	30	26	110	5

# A second format for part of the listing above:
# Values in the order – Avidin bead fluor, RGS7-Gao, Pf gamet viab, RGS8-Gao, ABCG2 inh, ABCB1 inh, Bim-Mcl-1, Mcl1 Noxa PPI, Mcl1-Bid inh, RGS4-Gao reg, GSH bead fluor
> CC(C)OP(=O)(Oc1ccc(C(O)C(Cl)(Cl)Cl)cc1)OC(C)C (stereo unspecified)
→ 6, ?, -1, 99, ·, ·, ·, 2, -6, 99, ·
> CC(NCC#Cc1ccccc1)C(O)c1ccccc1 (stereo unspecified)
→ 9, ?, 11, 102, 4, 1.6, 0, 20, -26, 103, 20
> CN[C@@H]1C[C@@H](c2ccc(Cl)c(Cl)c2)c2ccccc21
→ 9, 115, ·, 108, -1, ·, 0, 10, -7, 109, 69
> CC(C)CCNC(=O)c1c(N)n(Cc2ccc3c(c2)OCO3)c2nc3ccccc3nc12
→ 18, 106, -2, 108, 2, 0.4, 4, 30, 26, 110, 5
> CC1(C)CC(=O)C(C=NCCN2CCN(C(=O)Cc3ccc(Cl)cc3)CC2)=C(O)C1
→ 13, 93, -3, 97, -3, -2.9, 0, 26, -17, 94, 23

# Additional results
molecule	Avidin bead fluor	RGS7-Gao	Pf gamet viab	RGS8-Gao	ABCG2 inh	ABCB1 inh	Bim-Mcl-1	Mcl1 Noxa PPI	Mcl1-Bid inh	RGS4-Gao reg	GSH bead fluor
CC1CCSP(=O)(Oc2ccccc2)O1 (stereo unspecified)	6	?	21	96	·	·	·	-4	-18	90	·
COc1ccc(/C=C2/C(=O)NC(=O)N(C3CCCCC3)C2=O)cc1CSc1ccccn1	35	102	-18	103	-2	-0.7	2	6	-76	98	8
CC1(C)C2SCC(=O)N2CCN1CC(=O)NN (stereo unspecified)	9	?	-11	99	·	·	·	-11	-2	100	·
c1ccc2c(CNC3CCCCCC3)c[nH]c2c1	9	103	·	103	1	0.2	3	-9	-46	104	4
CCOC(=O)C1(CCc2ccccc2)CCN(Cc2csc(C(C)=O)c2)CC1	5	98	4	98	6	1.9	14	17	-17	101	13
CCC(=NCCc1c[nH]c2ccccc12)c1c(O)n(-c2ccc(C)cc2)c(=O)[nH]c1=O	11	101	-5	114	15	1.7	0	10	-43	101	12
O=C(COC(=O)Cc1ccccc1)Nc1ccc(Cl)cn1	11	?	4	105	2	0.2	-2	-5	-25	104	13
COc1ccccc1NC1(C#N)CCCCC1	11	?	-42	99	3	0.2	0	1	-70	100	13
COc1cc2c(cc1OC)C(C(=O)N1CCC3(CC1)OCCO3)C(c1ccccc1F)N(C)C2=O (stereo unspecified)	30	105	·	107	-5	-0.5	0	2	4	106	20
O=c1[nH]c(=S)[nH]c(O)c1N=Nc1cc2c(cc1[N+](=O)[O-])OCO2	11	?	-9	100	-2	-0.8	-5	41	-17	100	15
c1cc2c(cc1CCNC1C3CC4CC(C3)CC1C4)OCO2 (stereo unspecified)	6	100	·	103	0	0.9	-3	32	36	101	20
CN1OCC2Cn3c(nc4ccccc43)C21 (stereo unspecified)	9	?	-5	98	·	·	·	-3	15	99	·
COc1cc2c(cc1/C=C/[N+](=O)[O-])OCO2	12	106	·	104	1	-0.2	3	15	5	100	9
CCCCOC(=O)C1=C(N)OC2=C(C(=O)CC(C)(C)C2)[C@]12C(=O)N(C)c1ccccc12	15	103	·	104	-1	0.6	0	-14	-11	104	7
CC(C)N(CC#CCC1(O)c2ccccc2-c2ccccc21)C(C)C	12	107	-9	122	-2	0.0	-8	-5	-43	106	17
COc1cccc(C(=O)C2CCCN(Cc3ccccn3)C2)c1 (stereo unspecified)	10	109	-1	105	0	0.1	-1	-1	-43	107	18
Cc1ccc(N2C(=O)NC(=O)C3(Cc4ccccc4N4CCCC43)C2=O)cc1 (stereo unspecified)	30	96	-9	99	2	0.7	-6	14	-32	98	24
O=C1/C(=C\c2ccncc2)N2CCC1CC2	6	?	-14	102	·	·	·	4	-20	102	·
Cc1ccc2c(c1)=C/C(=C\c1c(O)[nH]c(=S)[nH]c1=O)C(=O)N=2	5	92	·	98	-8	-0.8	-2	57*	-20	99	14
O=C(c1ccccc1)N1CCC2(CC1)OCCO2	3	?	-6	86	·	·	·	4	-13	75	·
